uPA surface inh: cell surface uPA generation inhibition | cell surface uPA generation assay, qHTS | actives 0.31% (n = 330,000) | Potency, µM (titrated, usually from 38.3 µM), for inactives: top-dose activity change, negative = inhibition, actives largely listed as inhibitors; active = well fitted inhibition curve with a large enough effect; inconclusive = small, poorly fitted or top-dose-only effect; inactive = no such curve, though single readings can be large or run the other way; tested in mouse RAW 264.7 cells; note: potency is the fitted concentration of half-maximal effect; % is set by controls: 0 for no effect and ±100 for the full control effect; nearly all actives have a fitted effect of over 55% in size
ELG1 DNA repair: ELG1-dependent DNA repair inhibition | AID 504467 | actives 2.3% (n = 330,000) | Potency, µM (titrated, usually from 46.1 µM), for inactives: at the highest dose activity change, negative = inhibition, most hits filed as inhibitors | HEK293T ELG1-luciferase reporter, luminescence, 16 h; DNA damage induced by 5-fluorouridine; note: potency is the fitted concentration of half-maximal effect; % is set by controls: 0 for no effect and ±100 for the full control effect; nearly all actives have a fitted effect of over 55% in size
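Overnight (16 hr) co-exposure of 2,000 cells/well to 5-fluorouridine and compound at 37 °C preceded detection. Luciferase was quantified via ONE-Glo luminescence; loss of signal denotes inhibition.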
Mito fusion yeast: blocks mitochondrial division or promotes mitochondrial fusion. Potency, µM (highest dose often 46.1 µM), without a hit: top-dose growth rescue (activation), most hits filed as activators. actives 0.23% (n = 320,000). S. cerevisiae fusion-defective mutant growth rescue, CellTiterGlo 48 h. AID 485298;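 note: potency is the fitted concentration of half-maximal effect; % of control where 0% means no effect; nearly all actives have a fitted effect of over 45% in size; temperature-sensitive fusion mutants such as fzo1-1 at 37 °C on non-fermentable ethanol glycerol medium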
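Temperature-sensitive fusion-defective S. cerevisiae (e.g. fzo1-1, mgm1-5) were grown with compound in YPEG medium (3% ethanol, 3% glycerol) for 48 hours at 37C. Growth rescue was measured as viability by CellTiterGlo luminescence after 10 minutes at ambient.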
TSG101-PTAP inh: blocks PTAP/TSG101 interaction to inhibit HIV-1 budding; Potency, µM (series often up to 115 µM), for inactives: at the top dose activity change, negative = inhibition, most hits filed as inhibitors; AID 493005; Fluorescence polarization, FITC-PTAP peptide / Tsg101 binding; 340,000 tested, under 10 active; Q99816; active = well fitted inhibition curve with a large enough effect in the main read-out, with a control signal flat, not every such curve was filed as active; inconclusive = small, poorly fitted or top-dose-only effect, or effect the other way, or a change in a side signal; inactive = no such curve, though single readings can be large or run the other way; note: potency is the fitted concentration of half-maximal effect; % of control where 0% means no effect
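Fluorescence anisotropy tracks displacement of a FITC-tagged PTAP peptide (50 nM) from the Tsg101 binding domain (10 uM), following a 20 min room-temperature incubation at pH 7.5.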
USP2a inh: blocks human ubiquitin-specific protease USP2a | AID 463254 | Potency, µM (titrated, usually from 38.3 µM), for inactives: top-dose activity change, negative = inhibition, usual class: inhibitors | actives 0.01% (n = 330,000) | USP2 core, Ub-CHOP2 coupled fluorogenic reporter, 485/531 | O75604;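 note: potency is the fitted concentration of half-maximal effect; plate controls were DMSO wells for no effect and full inhibition by NEM control for full effect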
Target sequence (O75604 whole entry, looked up): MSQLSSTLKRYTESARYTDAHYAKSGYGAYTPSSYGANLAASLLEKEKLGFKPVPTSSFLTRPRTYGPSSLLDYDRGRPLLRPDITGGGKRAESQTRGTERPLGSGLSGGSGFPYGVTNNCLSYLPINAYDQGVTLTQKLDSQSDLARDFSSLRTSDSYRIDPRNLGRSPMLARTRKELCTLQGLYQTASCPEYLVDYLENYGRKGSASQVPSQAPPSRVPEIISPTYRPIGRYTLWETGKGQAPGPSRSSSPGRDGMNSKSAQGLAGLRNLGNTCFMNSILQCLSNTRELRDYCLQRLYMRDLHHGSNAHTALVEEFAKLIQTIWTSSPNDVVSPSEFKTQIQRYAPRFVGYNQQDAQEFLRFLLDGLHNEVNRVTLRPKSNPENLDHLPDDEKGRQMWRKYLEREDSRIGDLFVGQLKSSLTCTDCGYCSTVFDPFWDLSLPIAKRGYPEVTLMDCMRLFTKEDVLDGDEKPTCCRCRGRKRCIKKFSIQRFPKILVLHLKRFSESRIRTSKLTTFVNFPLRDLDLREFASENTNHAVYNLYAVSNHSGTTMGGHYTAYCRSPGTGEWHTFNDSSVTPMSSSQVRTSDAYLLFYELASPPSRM
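Deubiquitinase activity read as fluorescence (485/531 nm) after Ub-CHOP2 cleavage activates the enterokinase reporter on its substrate; USP2 core 10nM, Ub-CHOP2 and substrate 25nM each, 30min compound preincubation then 60min RT; data normalized to NEM, curves fitted.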
Tb PFK block: T. brucei PFK enzyme inhibition. T. brucei PFK, ADP-Glo luminescence. Potency, µM (highest dose often 57.5 µM), without a hit: top-dose activity, negative = inhibition, hits mostly inhibitors. actives 0.17% (n = 330,000). AID 485367;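 note: potency is the fitted concentration of half-maximal effect; 0% = uninhibited 1x PFK enzyme wells and -100% = no-enzyme wells; nearly all actives have a fitted effect of over 60% in size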
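Activity is normalized to no-enzyme wells (full inhibition) and 1.25 nM enzyme wells (no inhibition). Reaction: 0.5 mM F6P, 0.1 mM ATP, 45 min RT, ADP-Glo luminescence; concentration-response curves fitted and classed by quality.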
Eya2 phos inh: blocks the phosphatase activity of human Eya2; O00167; recombinant Eya2, OMFP fluorescence dephosphorylation (OMFP is methylfluorescein phosphate); Potency, µM (top dose mostly 76.9 µM), for the others: top-dose activity, negative = inhibition, actives largely listed as inhibitors; actives 0.006% (n = 330,000); note: potency is the fitted concentration of half-maximal effect; % is set by controls: 0 for no effect and ±100 for the full control effect
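Eya2 protein (added as 0.2 uM solution) was preincubated with compound for 10 min at ambient temperature in 50 mM HEPES pH 7.5, 50 mM NaCl, 5 uM MgCl2, 0.05% BSA, 1 mM DTT. OMFP (added at 50 uM) then reacted 10 min; fluorescence read at 485/525 nm.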
B2AR arrestin: agonists driving beta-arrestin recruitment to human beta2-adrenergic receptor; Potency, µM (titrated, usually from 46.1 µM), inactives show at the highest dose activation, usual class: activators; actives 0.02% (n = 330,000); P07550; beta-arrestin recruitment to beta2AR, cell-based reporter; AID 492947;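 note: potency is the fitted concentration of half-maximal effect; 0% = DMSO controls and full agonism = EC100 isoproterenol or metaproterenol; nearly all actives have a fitted effect of over 65% in size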
Target sequence (P07550 whole entry, looked up): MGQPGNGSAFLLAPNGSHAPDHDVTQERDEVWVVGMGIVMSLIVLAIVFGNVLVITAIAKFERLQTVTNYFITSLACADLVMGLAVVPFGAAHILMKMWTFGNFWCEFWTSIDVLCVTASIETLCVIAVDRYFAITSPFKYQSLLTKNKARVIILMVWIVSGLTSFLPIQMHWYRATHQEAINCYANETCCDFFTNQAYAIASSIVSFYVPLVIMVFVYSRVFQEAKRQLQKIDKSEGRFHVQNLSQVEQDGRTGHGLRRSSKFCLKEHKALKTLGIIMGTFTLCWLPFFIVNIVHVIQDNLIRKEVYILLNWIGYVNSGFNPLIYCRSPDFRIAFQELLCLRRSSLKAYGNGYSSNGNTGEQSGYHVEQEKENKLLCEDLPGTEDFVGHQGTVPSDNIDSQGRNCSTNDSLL
BCR signal inh: blocks chronic active B-cell receptor signaling; ABC-DLBCL IkBa-CBG/CBR reporter, luminescence ratio, 4 h; Potency, µM (series often up to 46.1 µM), inactives show top-dose ratio change, negative = lower green/red ratio, actives largely listed as inhibitors; actives 0.05% (n = 340,000); active = well fitted inhibition curve with a large enough effect in the signal ratio, with a control signal flat, not every such curve was filed as active; inconclusive = small, poorly fitted or top-dose-only effect, or effect the other way, or a change in a side signal; the % refers to the signal ratio;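 note: potency is the fitted concentration of half-maximal effect; plate controls were basal doxycycline-induced cells for no effect and cells given 10 µM MG132 for full effect; MG132 reads +100%, hits lower the ratio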
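TMD8 human ABC-DLBCL cells with doxycycline-inducible IκBα–green luciferase fusion and unfused red luciferase, in 0.5% FBS medium; compounds up to 46 uM, 4 h at 37C. Green/red luminescence ratio, filter-overlap corrected, fitted to concentration-response curves.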
TSHR antagonist: antagonists of human thyroid stimulating hormone receptor | P16473 | TSHR-expressing cells, TSH-stimulated cAMP HTRF, 2 h; active compounds read low | activity change, negative = inhibition, % at 11.5 µM | actives 0.2% (n = 330,000) | AID 504810;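 active = activity change below a set negative limit, meaning inhibition stronger than a set level, cut at about -70% in these data; inconclusive = activity change between two set negative limits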; note: % is set by controls: 0 for no effect and ±100 for the full control effect
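Read-out is FRET at 665 nm (cryptate excitation 337 nm) from a cryptate-tagged anti-cAMP antibody, competed by cell cAMP against cAMP-d2. Compounds are tested on freshly harvested TSHR cells challenged with 4nM TSH (EC80) for 2 hours at 37 deg C.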
TCR act: activators of T cell receptors | Potency, µM (top dose mostly 9.22 µM), without a hit: at the top dose activation of IL-2 secretion, hits mostly activators | primary human leukocytes, anti-CD3, IL-2 HTRF, 48 h | AID 504894 | 330,000 tested, under 10 active; note: % of control where 0% means no effect
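Activity was scored as IL-2 release from primary human leukocytes given only a TCR signal (a-CD3 beads) plus compound for 48 hr. Detection used a two-antibody HTRF format read at 665nm.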
Starred values were filed as active, the others as inactive; ? = inconclusive; . = no result given; [ ] = dose if it differs, or a comment. Unless noted, calls come from the whole dose curve; as a rule, active = well fitted curve in the direction sought with a large enough effect; inconclusive = small, poorly fitted or top-dose-only effect, or another doubt; inactive = no such curve, though single readings can be large; an effect the other way counts as inactive or inconclusive.

molecule | uPA surface inh | ELG1 DNA repair | Mito fusion yeast | TSG101-PTAP inh | USP2a inh | Tb PFK block | Eya2 phos inh | B2AR arrestin | BCR signal inh | TSHR antagonist | TCR act
Cc1nn(CC(=O)NCCc2cccs2)c(=O)c2nn(-c3ccccc3)c(C)c12 | 4% | 2% | 0% | -12% | 0% | 0% | -9% | 0.7% | 10% | 3 | -4%
COc1ccc(-c2nnn(Cc3ccccc3F)n2)cc1 | -2% | ? | 7% | -2% | 1% | -1% | 0% | -1.2% | -19% | -1 | 0%[46.1 µM]
CCN(c1ccccc1)S(=O)(=O)c1ccc(OC)c(NC(=O)CNCC(C)O)c1 (configuration not stated) | 0% | 3% | -9% | 0% | 0% | 1% | 3% | -0.5% | -2% | 19 | 1%[46.1 µM]
CCC(=O)Nc1cccc2c1C(=O)N(C)C2=O | 2% | -2% | -2% | 1% | 3% | -2% | 8% | 0.0% | ? | -23 | -7%[46.1 µM]
Nc1c(-c2cccs2)cnc2c(-c3ccc(F)cc3)cnn12 | -10% | ? | 2% | -4% | 2% | 4% | -12% | 0.5% | ? | -19 | 13%
Cc1c(OCC(=O)NC(Cc2ccc(Cl)cc2)C(=O)O)ccc2c(-c3ccccc3)cc(=O)oc12 (configuration not stated) | 16% | 3% | 1% | -1% | -2% | -7% | 1% | -0.5% | 4% | 21 | 3%
O=C(CCN1C(=O)c2ccccc2S1(=O)=O)Nc1nc2c(s1)CCCC2 | 3% | ? | 2% | -3% | 1% | 2% | 2% | -0.5% | -5% | -14 | .
CC(C)=CC(=O)OCc1cc([N+](=O)[O-])cc2c1OCOC2 | -4% | ? | 2% | -1% | 6% | 1% | 6% | -0.1% | 2% | -5 | 11%
CSc1nnc(-c2cnccn2)n1Cc1ccccc1 | . | 3% | -6% | -10% | 2% | -6% | 12% | -0.2% | -13% | 2 | 7%
CCC(=O)N(CC(=O)Nc1sc(C)c(C)c1C(N)=O)C1CCCC1 | 0% | 6% | 2% | -1% | 0% | -3% | -12% | 0.0% | 16% | 7 | -1%
O=C1CN(C(=O)COc2ccccc2Cl)c2ccccc2N1 | 1% | ? | -1% | -4% | -4% | -7% | -5% | 0.0% | -7% | 16 | 1%
COc1cccc(C(C(=O)NC2CCCC2)N(C(=O)c2csnn2)C2CC2)c1 (configuration not stated) | -1% | -10% | -4% | 1% | 0% | 0% | -3% | -0.3% | -5% | -6 | -8%
O=C(CCCCN1CCCCC1)c1ccc2c(c1)Cc1ccccc1-2 | 5% | 11% | 0% | 0% | 3% | 2% | -4% | -0.3% | ? | 14 | 6%
CCn1cc(C(=O)N2CCN(c3ccccc3OC)CC2)c2cc(OC)c(OC)cc2c1=O | -3% | ? | 1% | 1% | 2% | 5% | -21% | 0.0% | -4% | -2 | -13%
CCOC(=O)c1ccc(S(=O)(=O)N2CCC(C(=O)NCc3ccccc3OC)CC2)cc1 | -6% | -12% | 3% | -3% | 1% | 0% | -5% | -0.3% | 1% | 5 | 0%
Cc1ccccc1S(=O)(=O)/N=C(/Nc1c(C)n(C)n(-c2ccccc2)c1=O)c1ccccc1 | -1% | ? | -1% | 0% | -1% | -3% | -5% | -0.1% | 0% | 37 | -5%
C/C(N)=C(/C#N)C(=O)COC(=O)CSc1ccc2ccccc2c1 | . | 29% | -2% | -3% | -2% | 4% | 4% | 0.0% | 16% | 0 | 1%
CC(=O)Nc1ccc(NC(=O)c2c(C)noc2C)cc1 | 9% | -3% | 0% | -2% | 0% | -8% | -1% | 0.4% | -3% | 16 | 4%
Cc1ccc(-n2cc(CN3CCC(CO)(Cc4cccc(C(F)(F)F)c4)CC3)cn2)cc1 | -2% | 7% | -24% | -5% | 1% | 0% | 4% | -0.7% | -19% | -7 | -4%
C/C(=N\N=C(N)N)c1ccc(Cl)c(Cl)c1 | 0% | -1% | 5% | -3% | 0% | -22% | 10% | 0.0% | -4% | -8 | -15%
CCOc1ccc(N2CCCn3c2nc2c3c(=O)n(CCc3ccccc3)c(=O)n2C)cc1 | . | -16% | 15% | . | 0% | 2% | -5% | 0.0% | -2% | -8 | .
O=C(Nc1cccc(C(F)(F)F)c1)c1sc(Cl)nc1C(F)(F)F | ? | ? | 3% | -1% | -1% | 2% | 5% | -0.9% | 11% | -9 | 0%
COc1ccc(S(=O)(=O)N2CCN(CC(=O)Nc3cccc(F)c3)CC2)cc1 | 2% | -9% | 0% | -7% | -1% | -2% | 2% | -0.7% | -11% | -2 | -3%
CCOc1cc(CN2CCN(CCc3ccccc3)C(CCO)C2)ccc1OC (configuration not stated) | -3% | -3% | -2% | -6% | -1% | 0% | 2% | -0.7% | -3% | -3 | 2%
O=C(OCC(=O)N1CCN(Cc2ccccc2)CC1)c1cc(Cl)ccc1[N+](=O)[O-] | -4% | -16% | 13% | -4% | 1% | 1% | -7% | 0.3% | -8% | -8 | 2%
Cc1cc(C)n(-c2ccc(C(=O)Nc3ccc4c(c3)OCO4)cc2)n1 | -5% | 2% | 3% | -1% | -2% | 3% | -6% | -0.4% | ? | -4 | -3%
Cc1cc(OCC(=O)NC2CCCCC2)ccc1Cl | 0% | ? | 13% | 2% | 0% | -1% | -13% | -0.7% | ? | -14 | 1%[46.1 µM]
O=C(Nc1cccc(Cl)c1)Nc1ccon1 | 4% | 0% | 2% | -7% | 0% | -6% | 1% | 0.6% | 0% | 4 | 0%
CCC(=O)N1c2ccc(S(=O)(=O)CCC(=O)N3CCN(c4ccccc4F)CC3)cc2CC1C (configuration not stated) | -4% | -7% | 6% | 1% | 0% | 6% | ? | 0.1% | -5% | -5 | -6%
O=C(O)c1c(F)c(F)cc2ccccc12 | -1% | 9% | 0% | -8% | 0% | -2% | 4% | -0.2% | 1% | 15 | -5%[46.1 µM]

An excerpt from above, reduced to TCR act.
Compound	TCR act
O=C(OCC(=O)N1CCN(Cc2ccccc2)CC1)c1cc(Cl)ccc1[N+](=O)[O-]	2%
O=C(Nc1cccc(C(F)(F)F)c1)c1sc(Cl)nc1C(F)(F)F	0%
Cc1cc(OCC(=O)NC2CCCCC2)ccc1Cl	1%[46.1 µM]

Additional records follow.
molecule | uPA surface inh | ELG1 DNA repair | Mito fusion yeast | TSG101-PTAP inh | USP2a inh | Tb PFK block | Eya2 phos inh | B2AR arrestin | BCR signal inh | TSHR antagonist | TCR act
COc1ccc(N(C)C(=O)c2ccc(NC(=O)CCS(=O)(=O)c3cccs3)cc2)cc1 | -5% | 0% | 1% | 0% | -1% | 0% | 11% | 0.0% | -5% | -5 | 2%
O=C(CCn1c(=O)sc2ccccc21)Nc1nc2ccccc2s1 | 7% | 12% | ? | -1% | 3% | -1% | -3% | -0.2% | ? | -11 | -5%
O=C(COC(=O)c1ccc(O)cc1)c1ccc2c(c1)OCCO2 | -4% | ? | 3% | -6% | 2% | 9% | 10% | -1.0% | ? | 8 | 8%
COc1ccc(CN2C(=NC(=O)CCC3CCCC3)SC3CS(=O)(=O)CC32)cc1 (configuration not stated) | 12% | 11% | -2% | -3% | 2% | -2% | 1% | -0.2% | -9% | 13 | -3%
O=C(NC1CCS(=O)(=O)C1)/C(=C\c1ccco1)NC(=O)c1ccccc1 (configuration not stated) | 0% | 0% | 2% | -4% | -1% | -3% | -23% | -0.3% | -2% | 4 | -2%
Cc1cccc(N2CCN(C(=O)CN3C(=O)NC(C)(C4CC4)C3=O)CC2)c1C (configuration not stated) | 7% | ? | -7% | 1% | 2% | 3% | -21% | 0.0% | -6% | 3 | -6%
COCC1CCN(C(=O)c2cc(COc3ccc(C)c(C)c3)on2)C1 (configuration not stated) | 3% | 3% | 0% | 1% | -2% | 3% | -9% | 0.4% | ? | -7 | -4%
CCc1ccc(NC(=O)c2ccc(-n3cncn3)c([N+](=O)[O-])c2)cc1 | 0% | ? | 23% | -1% | -3% | 2% | -18% | 0.0% | -14% | . | 4%

From PubChem
